Nrf2 block: blocks Nrf2 signaling. Potency, µM (titrated, usually from 46 µM), without a hit: at the highest dose activity change, negative = inhibition, hits mostly inhibitors. hit rate 2.1% among 360,000. A549 ARE-Fluc reporter, luciferase luminescence, 18-24 h; also: potency is read from the fitted curve at half-maximal effect; % is scaled to controls: 0 for no effect and ±100 for the full control effect; nearly all actives have a fitted effect of over 60% in size
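Quantitative HTS in A549 cells stably bearing an antioxidant response element-firefly luciferase construct. Inhibition of Nrf2-driven transcription was scored by luminescence after 18-24 h of compound exposure at 37 °C.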
Nrf2 activator: activates Nrf2 signaling; AREc32 ARE-luciferase reporter (MCF7-derived line), luminescence, 24 h; Potency, µM (top dose mostly 46.1 µM), for the others: top-dose activation, most hits filed as activators; hit rate 0.31% among 410,000; also: potency is read from the fitted curve at half-maximal effect; % of control where 0% means no effect; nearly all actives have a fitted effect of over 65% in size
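Each well held 1000 AREc32 cells, which were incubated with compound for 24 hr at 37 deg C after overnight attachment, and ARE reporter activity was quantified by firefly luciferase luminescence.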
A549 viability: kills or reduces viability of A549 cells in Nrf2 counter-screen; A549 ARE-Fluc cells, CellTiter-Fluor viability, 18-24 h; hit rate 0.16% among 390,000; Potency, µM (series often up to 46 µM), for inactives: top-dose activity change, negative = cytotoxicity, actives largely listed as inhibitors; also: potency is read from the fitted curve at half-maximal effect; % is scaled to controls: 0 for no effect and ±100 for the full control effect
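Cytotoxicity counterscreen: CellTiter-Fluor fluorescence was measured in A549 ARE_Fluc cells after 18-24 h of compound exposure in a concentration series. The subsequent BugLite luminescent read reports ARE-luciferase activity.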
Akt phos inh: blocks phosphorylation of Akt. activity change, % for hits at 50 µM. Neuro2A IGF-stimulated pAkt S473 HTRF, 20 min; stronger effect = lower value. hit rate 0.32% among 360,000; in the data active = activity change below about -80%; inconclusive = mostly about -51% to -80%; also: % is scaled to controls: 0 for no effect and ±100 for the full control effect
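Neuro2A cells in DMEM with 0.5% FBS, overnight at 37 deg C, given compound at single 50 µM final, then IGF (6 nM final) for 20 min at 37 deg C. Lysed; phospho-Akt Ser473 by HTRF after 24 h, 665/615 ratio.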
ATXN viability: viability counter-screen for ATXN expression inhibitors | S2 cells (HEK-293 line with an ATXN2-luciferase reporter) viability, CellTiter-Fluor protease fluorescence, 24 h | AID 651635 | Potency, µM (top dose mostly 56.7 µM), hits mostly cytotoxic | hit rate 0.49% among 400,000; also: potency is read from the fitted curve at half-maximal effect; nearly all actives have a fitted effect of over 40% in size
CCT chaperon mod: changes cytosolic chaperonin activity; purified chaperonin ATPase assay, HTRF ADP detection, 30 min; activity change, % (test concentration not listed), hits read low; hit rate 0.3% among 360,000; in the data active = activity change below about -30%; also: % is scaled to controls: 0 for no effect and ±100 for the full control effect
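TRiC (40 or 20 nM final, by batch activity) in 30 mM Tris pH 7.4, 100 mM KCl, 5 mM MgCl2, 1 mM DTT was treated with compound at 76 uM single dose, then 10 uM ATP, 30 min at 37 °C. ADP was read by HTRF Transcreener.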
HepG2 viability: counter-screen for TGF-b inhibitors: cytotoxicity in HepG2 cells; HepG2 CAGA-GFP viability, ATP luminescence, 18 h; Potency, µM (highest dose often 46.1 µM), for the others: top-dose activity change, negative = cytotoxicity, actives largely listed as cytotoxic; hit rate 0.76% among 410,000; AID 588856; also: potency is read from the fitted curve at half-maximal effect; some results filed as inactive show a strong effect at the top dose
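HepG2 CAGA-GFP cells (1000/well, DMEM with 1% FBS) received compound, then TGF-beta at 500 pg/mL final, and were incubated 18 hours at 37 degrees C. Viability was read by CellTiter-Glo luminescence. Media-only wells were set as complete cell-killing and DMSO as no toxicity.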
TGFb SMAD3 inh: blocks TGF-b signaling; AID 588855; Potency, µM (doses to about 46.1 µM), for inactives: top-dose activity, negative = inhibition, hits mostly inhibitors; hit rate 1.2% among 410,000; HepG2 CAGA-GFP TGF-b/SMAD3 reporter, GFP fluorescence, 18 h; TGF-beta stimulated, 500 pg/mL final; also: potency is read from the fitted curve at half-maximal effect; % is scaled to controls: 0 for no effect and ±100 for the full control effect; nearly all actives have a fitted effect of over 65% in size
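HEPG2 CAGA-GFP, 1000 cells/well; 2 h settle, 37 C; cpd via pin tool; TGF-b 500 pg/mL final; 18 h, 37 C; GFP imaging ex488/em500-530; %Activity normalised to -TGF-b and +DMSO controls; CRC fit, curve class.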
Mm-Cpn inhibitor: inhibitors of Methanococcus maripaludis chaperonin (MmCpn) | purified Mm-Cpn ATPase, ADP Transcreener TR-FRET | Potency, µM (highest dose often 76.9 µM), without a hit: top-dose activity, negative = inhibition, hits mostly inhibitors | hit rate 0.031% among 330,000; also: potency is read from the fitted curve at half-maximal effect; % is scaled to controls: 0 for no effect and ±100 for the full control effect; nearly all actives have a fitted effect of over 80% in size
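25 nM Mm-CPN + cpd, 10 min 37°C; + 10 uM ATP, 30 min 37°C; buffer 30 mM Tris pH 7.4, 100 mM KCl, 5 mM MgCl2, 1 mM DTT; Transcreener ADP HTRF detection 30 min RT.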
* hit, by the source's call; i = inactive; ? = inconclusive; / = not tested or not shown; & = joins results of further samples. Unless noted, calls follow the shape of the dose curve; as a rule, active = well fitted curve in the direction sought with a large enough effect; inconclusive = small, poorly fitted or top-dose-only effect, or another doubt; inactive = no such curve, though single readings can be large; an effect the other way counts as inactive or inconclusive.

cpd	structure	Nrf2 block	Nrf2 activator	A549 viability	Akt phos inh	ATXN viability	CCT chaperon mod	HepG2 viability	TGFb SMAD3 inh	Mm-Cpn inhibitor
1	CC(C)N(C(=O)C(=O)c1cccn1-c1ccccc1C#N)C(C)C	1%	-0.4%	-2%	i	i	-0.2	-15%	14%	0%
2	COc1cc2c3nnc(-c4ccccc4)c-3cn(Cc3ccc(F)cc3)c2cc1OC	6%	14%	-3%	i	/	-1.9	22µM*	7%	1%
3	Cc1ccc2c(c1)C(=O)C(=O)N2Cc1ccc(F)cc1	-7%	7.1%	1%	i	?	-2.3	-19%	?	0%
4	COc1ccc(CNC(=O)C2CCC(CNS(=O)(=O)c3ccc4c(c3)CCCC(=O)N4)CC2)cc1 (centres undefined)	0%	9.8%	?	/	i	/	-31%	-18%	/
5	COCC(C)n1c(C)cc(C(=O)CSc2nnc(-c3ccco3)o2)c1C (centres undefined)	?	5.8%	-1%	i	i	1.0	-11%	-3%	0%
6	Cc1cc(N)n2nc(C(F)(F)F)nc2n1	?	0.7%	4%	i	i	1.0	-4%	-4%	0%
7	COC(=O)C1CSC(C(=O)OC)N1C(=O)Nc1c(C)cccc1C (centres undefined)	4%	-0.6%	17%	i	i	-1.4	-15%	-6%	1%
8	O=C1CCN(CCc2ccccc2)CCN1[C@H](COc1ccccc1)c1ccccc1	-1%	4.3%	-4%	i	?	-2.7	-27%&-22%	10µM*	1%
9	Cc1c(C(=O)NCc2ccc(F)cc2)oc2ccc(S(=O)(=O)N3CCOCC3)cc12	?	-0.5%	1%	i	i	-1.2	-3%	5%	3%
10	CC(C)(C)c1ccc2oc(=O)cc(-c3cccc(-c4ccc(C(F)(F)F)cc4)c3)c2c1	17%	0.2%	16%	i	i	0.4	-26%	?	-1%
11	C/C(CC(=O)NC(C)(C)C)=N\NC(=O)c1ccccc1N	?	2.1%	1%	i	i	-0.3	-4%	5%	1%
12	COCCN(C(=O)COC(=O)CCn1c(C)csc1=O)c1c(N)n(Cc2ccccc2)c(=O)[nH]c1=O	3%	1.6%	3%	i	i	-3.7	-1%	14%	1%
13	Cc1cccc(NC(=O)CSc2n[nH]c(-c3ccncc3)n2)c1C	-2%	0.5%	5%	i	i	-0.5	0%	?	0%
14	O=C(O)C1C2C=CC3(CN(C4CCCC4)C(=O)C13)O2 (centres undefined)	-16%	-0.7%	26%	i	i	-2.5	-15%	-8%	1%
15	CCc1nnc(NC(=O)c2cc(S(=O)(=O)N3CCN(c4ccccc4)CC3)ccc2Cl)s1	-4%	-0.7%	-7%	i	i	-1.1	-8%	-14%	2%
16	O=C(NCc1cccs1)c1cccnc1Cl	-7%	2.4%	-14%	i	i	-2.1	25%	3%	2%
17	Cc1ccc(S(=O)(=O)NCCCNc2ccc([N+](=O)[O-])cc2)cc1	-12%	0.0%	-13%	i	?	0.6	11%	-18%	1%
18	COc1ccc(Cc2nnc(SCc3ccc([N+](=O)[O-])cc3)o2)cc1	?	3.1%	-3%	i	i	-1.1	-38%	1%	1%
19	Cc1ccccc1NC(=O)C1COc2ccccc2O1 (centres undefined)	10%	0.8%	-6%	i	i	0.2	-1%	-3%	0%
20	CCOC(=O)C1=C(CS(=O)(=O)c2ccc(F)cc2)NC(=O)NC1c1ccc(OCC)c(OC)c1 (centres undefined)	8%	-0.1%	2%	/	?	/	-3%	?	/
21	O=C(CSc1ccc([N+](=O)[O-])cc1)Nc1nnc(C2CC2)s1	-1%	0.2%	1%	i	i	0.3	3%	-2%	-11%
22	CC(C)CNC(=O)CSc1ccc(S(=O)(=O)N(C)C2CCCCC2)cn1	-12%	-0.3%	-4%	i	i	-0.6	29%	-20%	-7%
23	CN(C)CCCNC(=O)c1cc2c3ccccc3n(C)c2s1	-10%	-0.2%	-7%	/	/	1.5	-14%	14%	-1%
24	O=C(Cn1c(=O)nc(-c2ccccc2)c2cc(Cl)ccc21)NCc1ccccc1	/	0.2%	-28%	/	/	/	1%	-7%	/
25	CCCCc1ccc(NS(=O)(=O)c2ccc(N3CCCCS3(=O)=O)cc2)cc1	/	0.4%	-5%	/	?	/	-63%	?	/
26	CSc1nnc(-c2ccc(C(F)(F)F)nc2C)o1	-8%	4.6%	1%	i	i	0.2	-128%	-9%	-4%
27	O=C(c1ccc(Cl)cc1)C1C2C(=O)N(c3ccccc3)C(=O)C2C2CCCN21 (centres undefined)	12%	2.6%	1%	i	i	-1.8	18%	17%	0%
28	Oc1ccc2oc3c(c2c1)CCCC3	-5%	-0.3%	7%	i	i	2.1	-35%	?	0%
29	OCCC1CN(C2CSCCSC2)CCN1Cc1ccccc1 (centres undefined)	11%	-0.3%	1%	i	i	0.5	5%	1%	-2%
30	O=c1nc(-c2ccccc2)cn[nH]1	1%	-0.2%	1%	i	i	0.0	-3%	13%	1%
31	O=C(O)CSCC(=O)N1CCN(c2ncnc3scc(-c4ccccc4)c23)CC1	-2%	3.2%	6%	i	i	-1.4	10%	27%	0%
32	CC(=O)OC(C(=O)N1CCN(c2ccccc2F)CC1)c1ccccc1 (centres undefined)	-14%	-0.4%	-3%	i	i	1.8	-5%	-2%	-1%
33	O=C(O)CCSc1nnc(-c2ccc3c(c2)OCO3)o1	8.2µM*	-2.0%	6%	i	i	-0.3	1%	4%	-4%
34	COc1ccc(CCOC(=O)c2ccc(N)c([N+](=O)[O-])c2)cc1	10%	2.4%	-8%	i	i	-14	-13%	-8%	-2%
35	O=C1c2ccccc2C(=O)N1CCCCN(C(=O)c1cc([N+](=O)[O-])ccc1Cl)c1ccc(Cl)cc1	?	2.1%	-10%	i	i	-4.5	-7%	-6%	-2%
36	Cc1cc(=O)[nH]c2c(C)cc(S(=O)(=O)NCc3ccccc3)cc12	?	1.5%	-24%	i	i	-1.5	3%	-25%	-4%
37	O=C(Nc1nnc(Cc2ccccc2)s1)c1cnccn1	11%	-1.0%	9%	i	i	-0.9	-17%	-4%	?
38	CS(=O)(=O)c1cccc(NC(=O)C2CC2)c1	1%	0.2%	-1%	i	i	-1.6	-4%	0%	-1%
39	N#C/C(=C\c1cccs1)C(=O)NCc1ccccc1	-1%	2.5%	9%	i	i	-1.5	-1%	14%	4%
40	COc1ccc(CC(=O)NNC(=O)COc2ccc(F)cc2)cc1S(=O)(=O)N1CCOCC1	14%	-0.3%	14%	i	i	-1.7	3%	0%	1%

Some of the entries so far, with one line to a screen:
(22) CC(C)CNC(=O)CSc1ccc(S(=O)(=O)N(C)C2CCCCC2)cn1
(23) CN(C)CCCNC(=O)c1cc2c3ccccc3n(C)c2s1
compound no.,22,23
Nrf2 block,-12%,-10%
Nrf2 activator,-0.3%,-0.2%
A549 viability,-4%,-7%
Akt phos inh,i,/
ATXN viability,i,/
CCT chaperon mod,-0.6,1.5
HepG2 viability,29%,-14%
TGFb SMAD3 inh,-20%,14%
Mm-Cpn inhibitor,-7%,-1%

Next results
cpd	structure	Nrf2 block	Nrf2 activator	A549 viability	Akt phos inh	ATXN viability	CCT chaperon mod	HepG2 viability	TGFb SMAD3 inh	Mm-Cpn inhibitor
41	CCN=C1SC(CC(=O)Nc2ccccc2)C(=O)N1CC (centres undefined)	0%&-17%	-0.2%&0.7%	0%&-5%	i	i	-1.4&-2.5	0%&3%	?	-1%
42	O=C1COc2ccc(S(=O)(=O)Nc3ccc(F)cc3)cc2N1	-8%	-0.4%	6%	i	i	-3.0	-33%	-9%	0%
43	COc1ccccc1N1CCN(c2nccc(C)n2)CC1	-9%	0.5%	1%	i	?	0.8	-2%	0%	0%
44	C#CCOCCOCCOCCNc1nc(N2CCN(C(=O)Cn3cc(CC(C)O)nn3)CC2)nc(N2CCN(C(=O)[C@H](CCCCN)n3cc(CCCC)nn3)CC2)n1 (some centres undefined)	10%	0.5%	-2%	i	i	1.1	8%	2%	/
45	NC(=O)CSc1nnc2ccc(-c3ccco3)nn12	-7%	18%	-6%	i	i	-0.2	-26%	-30%	-4%
46	CC1(C)CC(=O)C=C(NNC(=O)C2CCCCC2)C1	-5%	-0.7%	-9%	i	i	-1.2	0%	15%	-2%
47	Oc1ccccc1C1SC(c2ccccc2O)SC(c2ccccc2O)S1 (centres undefined)	22%	-0.1%	-1%	i	/	-2.8	22µM*	?	/
48	COCCCNC(=O)c1ccc(-c2nc(CS(=O)(=O)c3ccc(C)cc3)c(C)o2)cc1	6%	-0.4%	1%	/	i	/	0%	19%	/
49	CCOc1ccc(CN2CCN(C(=O)c3cccc4ccccc34)CC2)cc1	?	4.2%	-10%	i	i	-3.6	-41%	?	-1%
50	NC(=O)c1ccc(NC(=O)CCN2C(=O)c3ccccc3C2=O)cc1	11%	-1.9%	2%	i	i	0.5	-13%	-2%	0%
51	CCN1CCN(CCNC(=O)c2ccc(/C=C3/Sc4ccccc4N(Cc4cccc(C)c4)C3=O)cc2)CC1	6%	-0.5%	-15%	i	i	-1.0	-88%	?	0%
52	COc1cccc(CN2CCN(C(c3ccccc3)c3ccccc3)CC2)c1O	1%	5.2%	1%	i	i	0.8	-21%	?	1%
53	COc1ccccc1CNC(=O)C1CCN(C2=NS(=O)(=O)C(c3ccc(C)c(C)c3)=C2C)CC1	/	-0.4%	-6%	/	i	/	-59%	?	/
54	O=C(NC12CC3CC(CC(C3)C1)C2)c1ccc(Br)o1	-20%	19%	2%	i	i	-1.6	-21%	0%	0%
55	Cc1cccc(N2CCN(S(=O)(=O)c3cccc4nonc34)CC2)c1C	?	0.1%	-3%	i	?	-15	-31%	-14%	1%
56	CCOC(=O)c1cnn(CCOC(=O)c2ccc(F)cc2)c1NC(=O)c1ccc(F)cc1	0%	-1.1%	2%	i	i	-0.5	1%	-2%	0%
